# Source: PubChem (several laboratories)
# ABCB6 inh MLPCN: blocks the human ABCB6 transporter. fluorescence ratio to DMSO, % at 10 µM. AID 602162. 360,000 compounds, 0.19% hits. K562-ABCB6 porphyrin accumulation, flow cytometry, 1 h; hits give low values. Q9NP58;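 active = fluorescence ratio to DMSO below 75%, the collection mean minus 3 SD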;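 note: signal is porphyrin accumulated inside mitochondria; 100% equals median channel fluorescence of DMSO control wells; lower ratio means ABCB6 inhibition with less porphyrin fluorescence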
# MC4R barr agon: activates human MC4R beta-arrestin recruitment; U2OS MC4R beta-arrestin complementation, luminescence; percent of melanotan II response, DMSO zero; activation, % at 8.9 µM; 360,000 compounds, 0.98% hits;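 active = activation above a per-plate cutoff, the mean activation of sample wells on that plate plus 3 SD, cut at about 8% in these data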
# Target sequence (P32245 whole entry, looked up): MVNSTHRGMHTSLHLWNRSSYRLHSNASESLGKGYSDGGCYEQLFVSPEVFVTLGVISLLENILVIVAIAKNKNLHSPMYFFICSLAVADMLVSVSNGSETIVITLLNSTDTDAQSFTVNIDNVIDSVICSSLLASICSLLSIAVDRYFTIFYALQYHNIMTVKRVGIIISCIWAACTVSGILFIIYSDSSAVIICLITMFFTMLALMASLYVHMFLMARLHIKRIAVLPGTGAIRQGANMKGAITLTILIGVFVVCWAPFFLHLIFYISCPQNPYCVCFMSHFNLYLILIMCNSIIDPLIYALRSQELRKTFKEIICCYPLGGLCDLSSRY
# MC4R antag cAMP: blocks human MC4R cAMP signaling; MC4R-expressing cells, MTII-stimulated cAMP, LANCE TR-FRET; inhibition, % at 6.5 µM; 360,000 compounds, 0.48% hits; AID 540295;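 active = inhibition above its plate's cutoff, the mean of tested wells on that plate plus 3 SD, cut at about 29% in these data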;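 note: 0% = Melanotan II alone and 100% = Melanotan II plus saturating MCL0020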
#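 System: U2OS-MC4R stable cell line; Technique: Eu-cAMP/anti-cAMP TR-FRET, emission 671 nm; Repeats: single well per compound; Also added: Melanotan II; Dosing: one concentration, 6.5 µM nominal; Schedule: 30-min compound, 1-h challenge, 1-h detection, room temperature.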
# m5-HT2A agonist: mouse HTR2A agonism via beta-arrestin recruitment | P35363 | CHO-K1 mHTR2A beta-arrestin complementation, luminescence; percent of 30 µM serotonin response | 360,000 compounds, 0.66% hits | AID 624169 | activation, % at 7.6 µM;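 active = activation above a run cutoff, the mean activation of all tested compounds plus 3 SD, cut at about 14% in these data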;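 note: 0% = plate median of compound wells and 100% = 30 µM serotonin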
# Target sequence (P35363 whole entry, looked up): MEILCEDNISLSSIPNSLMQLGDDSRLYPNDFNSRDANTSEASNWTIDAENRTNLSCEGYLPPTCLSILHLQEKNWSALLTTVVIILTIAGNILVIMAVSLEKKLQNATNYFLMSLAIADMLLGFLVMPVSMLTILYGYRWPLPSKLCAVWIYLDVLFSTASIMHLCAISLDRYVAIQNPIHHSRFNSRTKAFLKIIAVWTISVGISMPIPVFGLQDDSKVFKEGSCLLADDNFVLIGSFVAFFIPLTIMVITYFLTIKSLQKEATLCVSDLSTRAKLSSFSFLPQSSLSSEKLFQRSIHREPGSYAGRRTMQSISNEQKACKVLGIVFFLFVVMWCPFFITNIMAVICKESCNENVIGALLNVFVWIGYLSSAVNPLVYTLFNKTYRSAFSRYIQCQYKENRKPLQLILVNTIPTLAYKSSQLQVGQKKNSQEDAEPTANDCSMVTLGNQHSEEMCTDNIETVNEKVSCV
# PDI turbidity: inhibitors of human protein disulfide isomerase | P07237 | PDI insulin aggregation turbidity, A650, 90 min | inhibition, % at 10 µM | 350,000 compounds, 0.052% hits;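 active = mean inhibition across replicates of 30% or more, whatever share of single replicates reach that level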;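 note: absorbance from insulin aggregation driven by PDI reduction with DTT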
# Vif inh: inhibitors of HIV Vif | HEK293T cells, Vif self-association by quenched fluorescence, imaging, 24 h | inhibition, % at 7.49 µM | 340,000 compounds, 0.35% hits | AID 602346; in the data active = inhibition above about 50%, passing the limit was not always enough; note: some results filed as inactive read as strong as hits
# N-glyco inh: N-linked glycosylation inhibition. AID 588692. reporter increase, % at 12.5 µM. D54 ERlucT glycosylation luciferase reporter, 24 h; percent of 100 nM tunicamycin response. 360,000 compounds, 0.23% hits;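 active = mean luciferase reporter signal, scaled so untreated is 0 and the glycosylation-blocking control 100, at or above a set limit in every replicate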;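 note: luciferase carries N-glycosylation sites so blocking glycosylation raises the light; 0% = median of neutral control wells and 100% = median of 100 nM tunicamycin wells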
# H9c2 protect: myocardial damage modulation in H9c2 cells | protection from H2O2 cell death, % at 20 µM | 360,000 compounds, 0.63% hits | H9c2 cardiomyocytes, H2O2 injury protection, ATPLite, 2 h;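 active = compounds giving at least 50% protection of heart cells from peroxide-induced death in the single-dose screen, raw or plate-pattern-corrected value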;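 note: 0% = DMSO wells with peroxide and 100% = DMSO wells without peroxide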
# CaV13 FRET inh: Primary screen for inhibitors of IQ motif and Ca2+-dependent inactivation inhibitor domain binding in CACNA1D, Förster resonance energy transfer in living cells, …; inhibition, % at 12.3 µM; AID 743397; 340,000 compounds, 0.098% hits; HEK cells, CFP/YFP FRET ICDI-IQ, plate reader, 10 min; percent FRET-ratio fall versus neutral wells;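 active = mean replicate inhibition of at least 30% and at least 1% of replicates passing that level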;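 note: 0% = median of the neutral control wells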
# aDG glyco up: alpha-DG glycosylation activation; Pro5-aDG cells, alpha-DG glycosylation AlphaScreen (IIH6); 0% Pro5, 100% B10-LARGE cell signal; activation, % at 10 µM; 360,000 compounds, 0.22% hits; AID 624168;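 active = activation of at least 8% versus controls, or a plate z-score of at least 8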;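 note: Pro5 are CHO cells carrying HIG-tagged alpha-DG that lacks glycosylation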
# The depositor's hits bear a star; . = not tested or not shown; & = joins results of further samples.
item	Molecule	ABCB6 inh MLPCN	MC4R barr agon	MC4R antag cAMP	m5-HT2A agonist	PDI turbidity	Vif inh	N-glyco inh	H9c2 protect	CaV13 FRET inh	aDG glyco up
1	Cc1ccc(-n2c(C)cc(/C=N/NC(=O)c3ccncc3)c2C)cc1C	103	-1.4	10	-4	4	-3	-1	-4	-3	0.0
2	O=C(CCS(=O)(=O)Cc1ccccc1F)N1CCc2ccccc2C1	103	-0.5	9	-5	-14	3	-3	-4	-6	0.1
3	S=C(NCc1ccccn1)Nc1ccccc1Cl	95	0.4	12	-2	5	2	1	-2	-5	0.2
4	Cc1ccc(/C=C2/SC(=Nc3ccc(F)cc3)NC2=O)s1	106	-1.9	8	3	-4	10	3	4	-19	-0.1
5	COc1ccc(NC(=S)Nc2nc(CC(=O)Nc3ccccc3OC)cs2)cc1	92	-2.4	4	4	2	-25	-6	-7	-6	0.7
6	COc1ccc(CC(=O)NCc2nnc(SCC(=O)Nc3ccccc3)n2C)cc1	99	-1.5	-8	8	11	-2	0	-7	-3	-0.5
7	CC(=O)N1CC(=O)N=C1SCC(=O)Nc1nc(C)c(-c2ccccc2)s1	88	3.2	3	-3	-5	10	15	-2	-10	0.2
8	CCn1c(=S)sc2c(=O)[nH]c(C)nc21	98	-1.5	3	-1	3	-6	1	9	-5	0.0
9	O=C(COc1ccccc1)N1CCN=C1SCc1cccc(F)c1	96	-0.9	-4	1	10	1	1	1	1	-0.1
10	Cc1cc(O)c(C(C)C)cc1NS(=O)(=O)c1ccccc1	91	-0.9	1	-5	-11	25	4	-13	-5	-0.1
11	CCOC(=O)C/C(C)=N/NC(=O)CN(c1ccc(Br)cc1)S(=O)(=O)c1ccccc1	100	0.7	0	-4	0	-1	-4	-6	-8	0.0
12	CCn1cc(C(=O)NCCCN(C)c2ccccc2)c(=O)c2cc(S(=O)(=O)N(C)C)ccc21	101	0.3	1	0	.	16	-2	1	-10	-0.2

# New compounds follow.
item	Molecule	ABCB6 inh MLPCN	MC4R barr agon	MC4R antag cAMP	m5-HT2A agonist	PDI turbidity	Vif inh	N-glyco inh	H9c2 protect	CaV13 FRET inh	aDG glyco up
13	O=C(/C=C/c1ccc(F)cc1)NC(=S)NNC(=O)c1cnccn1	104	-0.3	-2	-2	5	11	-9	52*	-5	0.1
14	COc1cc2sc(NC(=O)c3ccco3)nc2cc1Cl	97	-1.3	2	2	0	14	0	-2	-4	0.1
15	CCNC(=O)C1(C)CCN(C(=O)c2ccc(OC)cc2OC)C1 (stereo unspecified)	93	-1.1	7	5	-1	1	0	1	-4	0.7
16	COc1ccc(/C=C(/C#N)C(=O)Nc2ccc(O)cc2)cc1C(=O)O	98	-5.0	-6	2	2	6	2	4	-8	-0.1
17	CCOc1ccc(CCNC(=O)COC(=O)c2c(C)nn(-c3ccccc3)c2C)cc1OCC	97	-4.3	0	1	-2	-10	-4	8	-6	0.1
18	CCOC(=O)C1CCCN(S(=O)(=O)c2ccc(S(N)(=O)=O)cc2)C1 (stereo unspecified)	101	-2.8	16	-1	-1	-23	0	-4	-7	0.4
19	CCCCn1nc(C(=O)Oc2ccc3c(C)cc(=O)oc3c2)c2ccccc2c1=O	99	0.4	3	0	-4	-8	-2	52*	-17	0.3
20	CC1CCCCN1CCNC(=O)CCc1nnc2n(Cc3ccccc3)c(=O)c3ccccc3n12 (stereo unspecified)	100	-1.2	11	-5	.	23	2	16	-4	-0.1
21	Cc1ccc(C(=O)Oc2ccc(C(=O)COC(=O)C3CC(=O)N(Cc4ccco4)C3)cc2)cc1 (stereo unspecified)	91	6.1	-2	2	-3	4	-1	-5	.	0.1
22	CN(C)c1ccc(-c2nnn(CC(=O)NCc3ccc4c(c3)OCO4)n2)cc1	100	4.1	-1	3	-5	3	2	-12	-4	-0.1
23	COc1cc(CN(C)CC2CCCN(CCc3cccc(C(F)(F)F)c3)C2)ccc1O (stereo unspecified)	102	-0.2	2	-4	-3	0	0	-7	-1	1.0
24	C=CCc1ccc(OCCCNCc2ccccc2)c(OC)c1	99	-0.9	10	-3	12	2	4	6	-5	0.4

# Later entries:
item	Molecule	ABCB6 inh MLPCN	MC4R barr agon	MC4R antag cAMP	m5-HT2A agonist	PDI turbidity	Vif inh	N-glyco inh	H9c2 protect	CaV13 FRET inh	aDG glyco up
25	C(=N\N1CCN(c2ccccn2)CC1)/c1ccccn1	102	-1.6	-4	-1	-4	-3	1	-2	-19	0.0
26	COc1cc(/C=C(\C#N)C(=O)Nc2ccc(C(=O)O)cc2)ccc1OC(=O)c1cccc(F)c1	102	-1.3	6	0	-3	0	1	5	-7	-0.2
27	CCN1C(=O)[C@@H]2[C@@H](c3ccc(SC4CCCCC4)c(OC)c3)N3CCCC[C@@]3(C(=O)OC)[C@@H]2C1=O	101	2.3	11	-3	1	-3	-4	0	-3	0.0
28	COc1ccc(OCC(O)CN(CC(O)COc2ccc(OC)cc2)c2cccc(O)c2)cc1 (stereo unspecified)	89	-1.6	6	-4	7	-9	-1	38	-2	-0.2
29	O=C(Nc1cccc(S(=O)(=O)N2CCOCC2)c1)C12CC3CC(CC(C3)C1)C2	90	-1.3	5	5	4	0	-2	8	-6	0.1
30	O=[N+]([O-])c1ccccc1S(=O)(=O)NCCSCc1ccco1	100	-0.5	-2	3	3	-7	-1	3	-3	0.4
31	CC(=O)Nc1cc(-c2cccc(F)c2)cn2c(-c3ccc(F)c(Cl)c3)cnc12	113	16*	5	0	3	-16	-1	2	-10	0.1
32	Cc1onc(-c2ccccc2)c1C(=O)NC(=S)NNC(=O)c1ccccc1O	96	-3.4	5	4	9	.	-9	60*	-4	1.0
33	COc1ccc(SCC(O)Cn2c3ccccc3c3ccccc32)c(OC)c1 (stereo unspecified)	98	.	.	2	.	.	.	.	-6	-0.2
34	Fc1ccc(Oc2cnns2)cc1	106	-0.4	9	5	9	3	2	-1	-4	-0.2
35	CCOc1ccccc1-c1nc(-c2cc3ccccc3nc2OC)no1	99	0.0	-8	2	6	-15	0	39	-7	-0.1
36	Cc1ccc(C(=O)COC(=O)C(C)N2C(=O)C3C4CCC(C4)C3C2=O)cc1C (stereo unspecified)	103	-1.9	-3	-3	12	-7	0	-10	-6	0.2

37) O=S(=O)(/N=C(/c1ccccc1)N1CCCCC1)c1ccccc1
38) CN(C)S(=O)(=O)n1cc(/C=C(\NC(=O)c2ccccc2Cl)C(=O)NCCCN2CCOCC2)c2ccccc21
39) COc1ccc(-c2nnc(SCC#CCO)o2)cc1OC
40) Oc1ccc[n+](CCCCC[n+]2cccc(O)c2)c1
41) Cc1sc2ncn(CC(=O)NCCCOC(C)C)c(=O)c2c1S(=O)(=O)N1CCN(c2ncccn2)CC1
42) O=c1c2c(nc3c(-c4ccc(Cl)cc4)c[nH]n13)CCCC2
compound no.,37,38,39,40,41,42
ABCB6 inh MLPCN,99,95,99,96,99,92
MC4R barr agon,-3.2,-3.8,-1.4,-0.5,1.6,-3.7
MC4R antag cAMP,-3,3,5,5,5,10
m5-HT2A agonist,-1,-12,-2,7,0,-3
PDI turbidity,2,2,-1,-1,-6,-2
Vif inh,.,-3,-5,1,-4,-9
N-glyco inh,2,1,-1,1,-1,2
H9c2 protect,3,16,-1,0,2,29
CaV13 FRET inh,-3,-4,.,-6,0,-5
aDG glyco up,-0.2,-0.5,-0.3,0.0,-0.1,4.3

# Excerpt, compounds 34 to 42
34) Fc1ccc(Oc2cnns2)cc1
35) CCOc1ccccc1-c1nc(-c2cc3ccccc3nc2OC)no1
36) Cc1ccc(C(=O)COC(=O)C(C)N2C(=O)C3C4CCC(C4)C3C2=O)cc1C (stereo unspecified)
37) O=S(=O)(/N=C(/c1ccccc1)N1CCCCC1)c1ccccc1
38) CN(C)S(=O)(=O)n1cc(/C=C(\NC(=O)c2ccccc2Cl)C(=O)NCCCN2CCOCC2)c2ccccc21
39) COc1ccc(-c2nnc(SCC#CCO)o2)cc1OC
40) Oc1ccc[n+](CCCCC[n+]2cccc(O)c2)c1
41) Cc1sc2ncn(CC(=O)NCCCOC(C)C)c(=O)c2c1S(=O)(=O)N1CCN(c2ncccn2)CC1
compound no.,34,35,36,37,38,39,40,41
ABCB6 inh MLPCN,106,99,103,99,95,99,96,99
MC4R barr agon,-0.4,0.0,-1.9,-3.2,-3.8,-1.4,-0.5,1.6
MC4R antag cAMP,9,-8,-3,-3,3,5,5,5
m5-HT2A agonist,5,2,-3,-1,-12,-2,7,0
PDI turbidity,9,6,12,2,2,-1,-1,-6
Vif inh,3,-15,-7,.,-3,-5,1,-4
N-glyco inh,2,0,0,2,1,-1,1,-1
H9c2 protect,-1,39,-10,3,16,-1,0,2
CaV13 FRET inh,-4,-7,-6,-3,-4,.,-6,0
aDG glyco up,-0.2,-0.1,0.2,-0.2,-0.5,-0.3,0.0,-0.1

42) O=c1c2c(nc3c(-c4ccc(Cl)cc4)c[nH]n13)CCCC2
compound no.,42
ABCB6 inh MLPCN,92
MC4R barr agon,-3.7
MC4R antag cAMP,10
m5-HT2A agonist,-3
PDI turbidity,-2
Vif inh,-9
N-glyco inh,2
H9c2 protect,29
CaV13 FRET inh,-5
aDG glyco up,4.3

# Additional structures follow.
43) NC12CCc3c(no[n+]3[O-])C1(O)CC(c1ccccc1)=[N+]2[O-] (stereo unspecified)
44) CC(=O)N1CCN(CC(=O)Nc2ccc(Cl)c(S(=O)(=O)N(C)C)c2)CC1
45) O=C(/C=C/c1ccccc1)C1C(=O)c2ccccc2C1=O
46) COCC(=O)Nc1cccc(Br)c1
47) CCOC(=O)N1CCN(CCC(=O)Nc2cccc(Br)c2)CC1
48) CN1CCc2c(n(CC(O)CN3C(=O)c4ccccc4S3(=O)=O)c3ccccc23)C1=O (stereo unspecified)
49) COc1ccc(N=c2sc3ccccc3n2C)cc1
50) CCOc1ccccc1C1C(C(=O)Nc2ccccc2OC)=C(C)Nc2nnnn21 (stereo unspecified)
51) O=C(CSc1nccc(=O)[nH]1)Nc1ccc(S(=O)(=O)N2CCOCC2)cc1
compound no.,43,44,45,46,47,48,49,50,51
ABCB6 inh MLPCN,100,100,98,101,97&81,97,101,99,87
MC4R barr agon,-0.4,1.5,-1.8,-1.6,-2.3&-1.2,0.1,1.5,0.2,0.3
MC4R antag cAMP,-3,0,0,1,6&10,17,5,21,6
m5-HT2A agonist,1,3,4,-2,-4&-4,3,-4,2,0
PDI turbidity,6,4,-7,-1,-4&-2,-5,-2,-4,-12
Vif inh,1,-6,-3,1,-7&17,-3,-4,-2,.
N-glyco inh,1,3,-6,1,1&0,1,-6,0,1
H9c2 protect,2,7,-19,1,2&5,17,-8,3,12
CaV13 FRET inh,-9,-6,-6,-5,-3,.,-13,0,-7
aDG glyco up,0.1,-0.2,-0.1,0.0,0.2&0.0,-0.1,-0.1,0.0,0.0
